Screening data: PubChem BioAssay, Sanford-Burnham Center for Chemical Genomics
Apaf-1 inh: inhibitors of human Apaf-1 apoptosome. inhibition, % at 20 µM. AID 489030. actives 0.71% (n = 330,000). O14727. reconstituted apoptosome caspase-3 activity, DEVD-Rh110 fluorescence; active = inhibition of at least 40% at 20 µM;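 note: plate controls were DMSO wells for no effect and DEVD-CHO caspase inhibitor wells for full effect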
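detection = Rh110 fluorescence intensity | test system = biochemical Apaf-1 apoptosome reconstitution | also added = cytochrome c and DEVD-Rh110 substrate | schedule = 30 min plus 50 min, RT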
NLRP3 yeast inh: inhibitors of NALP3 inflammasome in yeast; Yeast reconstituted NLRP3/ASC/caspase-1, beta-gal luminescence, 24 h; inhibition, % at 10 µM; actives 0.39% (n = 330,000); AID 2825;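 active = inhibition of 50% or more; inactive = inhibition below 50%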;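 note: plate controls were induced DMSO wells for no effect and uninduced yeast grown without galactose for full effect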
SENP8 block-1: SENP8 protease inhibition; actives 1.2% (n = 330,000); Q96LD8; AID 2540; inhibition, % at 10 µM; purified SENP8, Z-RLRGG-aminoluciferin cleavage, luminescence; in the data active = inhibition above about 50%
Target sequence (Q96LD8 whole entry, looked up): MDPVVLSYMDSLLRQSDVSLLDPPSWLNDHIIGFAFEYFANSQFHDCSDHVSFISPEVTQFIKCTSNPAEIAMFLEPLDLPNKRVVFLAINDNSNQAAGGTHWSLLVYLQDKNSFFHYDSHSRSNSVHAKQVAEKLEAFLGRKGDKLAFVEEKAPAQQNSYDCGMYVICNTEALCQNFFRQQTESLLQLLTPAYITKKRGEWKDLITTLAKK
HKDC1 inhibitor: inhibitors of human hexokinase HKDC1; recombinant HKDC1, G6PDH/diaphorase resazurin coupled fluorescence; inhibition, % at 20 µM; actives 0.16% (n = 340,000);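 active = inhibition above about 35% when tested at 20 µM, limit read from the data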;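 note: plate controls were DMSO wells with enzyme for no effect and DMSO wells lacking enzyme for full effect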
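test system = in-house recombinant HK5 (HKDC1) enzyme | amount = HKDC1 at 5 µg/mL | control set = DMSO-enzyme wells negative, buffer-substituted wells positive | compound = one dose of 20 µM, 1% DMSO | schedule = reaction time 90 min, room temperature, protected from light | technique = resorufin fluorescence at 613 nm | reagent = glucose with 1 mM ATP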
PfGluPho inh: PfG6PD (Plasmodium falciparum) enzyme inhibition. PfGluPho enzyme, NADPH resazurin-diaphorase fluorescence. inhibition, % at 20 µM. actives 0.78% (n = 350,000);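 active = inhibition reaching at least a set limit at 20 µM in the primary screen, cut at about 59% in these data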;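 note: 0% = DMSO wells with substrate and 100% = DMSO wells lacking glucose-6-phosphate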
SENP6 block: inhibitors of human SENP6 protease; Q9GZR1; actives 1.8% (n = 330,000); Recombinant SENP6 catalytic domain, aminoluciferin luminescence; AID 2599; inhibition, % at 10 µM;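 active = inhibition above about 50% at the single tested dose, limit read from the data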;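 note: plate controls were DMSO wells with enzyme for no effect and DMSO wells lacking enzyme for full effect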
Target sequence (Q9GZR1 628-1112 limits assumed): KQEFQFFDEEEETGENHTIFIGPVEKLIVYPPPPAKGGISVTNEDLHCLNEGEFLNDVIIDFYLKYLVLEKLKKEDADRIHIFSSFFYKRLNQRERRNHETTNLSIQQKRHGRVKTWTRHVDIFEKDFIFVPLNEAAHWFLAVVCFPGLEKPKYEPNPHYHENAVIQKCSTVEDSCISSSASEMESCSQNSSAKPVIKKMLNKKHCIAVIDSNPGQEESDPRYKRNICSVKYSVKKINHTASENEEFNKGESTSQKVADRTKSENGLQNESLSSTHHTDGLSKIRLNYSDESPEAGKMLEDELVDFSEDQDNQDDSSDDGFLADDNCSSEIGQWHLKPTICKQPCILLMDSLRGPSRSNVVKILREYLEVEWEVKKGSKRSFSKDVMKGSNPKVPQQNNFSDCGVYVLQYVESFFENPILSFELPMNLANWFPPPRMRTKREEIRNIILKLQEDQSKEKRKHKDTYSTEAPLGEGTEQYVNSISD
SENP1 inh: SENP1 (human) catalytic domain inhibition. Q9P0U3. actives 0.21% (n = 360,000). recombinant SENP1 catalytic domain, CyPet-SUMO1-YPet FRET cleavage. inhibition, % at 10 µM;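 active = inhibition at least 30% at 10 µM, raw YFP signal under a set limit, fluorescence ratio 0.5 to 1.5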;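 note: 0% = enzyme with DMSO and 100% = no enzyme wells; some results filed as inactive read as strong as hits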
Target sequence (Q9P0U3 419-644 limits assumed): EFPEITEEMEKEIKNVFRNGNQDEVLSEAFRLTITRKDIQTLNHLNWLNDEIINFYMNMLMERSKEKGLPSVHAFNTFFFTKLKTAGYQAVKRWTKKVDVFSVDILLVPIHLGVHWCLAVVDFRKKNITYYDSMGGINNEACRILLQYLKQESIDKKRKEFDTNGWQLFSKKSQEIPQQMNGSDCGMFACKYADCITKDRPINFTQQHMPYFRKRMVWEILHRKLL
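system = hSENP1 catalytic domain, recombinant | reagent = SFCypet-SUMO1-SFYpet substrate at 25 nM | doses = one dose per compound, 10 µM, 0.5% DMSO | incubation = enzyme reaction for 50 min at room temperature, dark | measured by = FRET, CFP and YFP emission | controls = no-enzyme low, enzyme-DMSO high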
SENP8 block-2: inhibitors of human SENP8 protease; recombinant SENP8, Nedd8 substrate fluorescence; actives 0.64% (n = 360,000); inhibition, % at 20 µM; AID 602440; Q96LD8; in the data active = inhibition mostly above about 40%, no sharp cut-off; inactive = mostly below about 27%
SENP7 block: inhibitors of human SENP7 protease; Q9BQF6; actives 1.5% (n = 330,000); recombinant SENP7, Z-RLRGG-aminoluciferin luminescence, 40 min; inhibition, % at 5 µM;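 active = inhibition above about 50% at the single test dose, limit read from the data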;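 note: plate controls were DMSO with enzyme for no effect and no enzyme buffer wells for full effect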
The depositor's hits bear a star; i = inactive; · = no result given; & = joins results of further samples.

SMILES | Apaf-1 inh | NLRP3 yeast inh | SENP8 block-1 | HKDC1 inhibitor | PfGluPho inh | SENP6 block | SENP1 inh | SENP8 block-2 | SENP7 block
CC1(C)NC(=O)N(CCOCCOc2c(Cl)cc(Cl)cc2Cl)C1=O | 0 | 2 | 2 | -2 | -8 | 7 | 2 | 16 | 0
Cc1noc(C(=O)Nc2cccc(Cl)c2)c1Cl | 8 | 1 | 24 | -6 | 14 | 38 | -2 | 26 | 39
O=c1[nH]c(CNCc2cccnc2)nc2ccccc12 | -2 | 21 | 2 | -10 | 8 | -12 | -11 | 9 | 3
O=C1/C(=C\Nc2ccc(Cl)cc2)CCN1c1ncccn1 | -21 | 10 | -1 | -5 | 22 | -5 | -14 | -21 | 3
CCNc1nc(NC(C)C)nc(NC(C)(C)C)n1 | 11 | 16 | -5 | -5 | 1 | 5 | 2 | 4 | -9
c1ccc2occc2c1 | -2 | -6 | 4 | -4 | -7 | -8 | 2 | 20 | 10
Cn1nccc1C(=O)NC1CCCc2c1cnn2-c1ccccc1F (stereo not given) | -2 | 12 | 1 | -6 | -9 | 1 | 1 | 3 | -3
COc1cc(NC(=O)COC(=O)CNC(=O)C23CC4CC(CC(C4)C2)C3)cc(OC)c1 | 21 | 4 | -11 | 0 | -11 | -2 | -1 | 16 | -6
CC(C)(C)NC(=O)Cn1c(SCC(N)=O)nc2ccccc21 | -1 | -12 | 3 | -3 | 3 | 1 | 1 | 0 | 4
CC(C(=O)Nc1ccc2c(c1)OCO2)c1ccc([N+](=O)[O-])cc1 (stereo not given) | -5 | 19 | 6 | 8 | 5 | -2 | 1 | 9 | -9
Cc1ccc2sc(NC(=O)CN3C(=O)c4ccccc4C3=O)nc2c1C | 14 | 9 | -4 | -6 | -5 | -15 | 1 | 4 | 4
CC(NC(=S)NC(=O)c1cccs1)c1ccccc1 (stereo not given) | 11 | 16 | 0 | -3 | 4 | -24 | 1 | 12 | 5
COc1cc(-c2c(-c3ccc4c(c3)OCO4)noc2C)ccc1F | 14 | 20 | -6 | 1 | -11 | -9 | -4 | 10 | 3
O=C(C1CC(=O)N(c2ccc3c(c2)OCCO3)C1)N1CCN(c2ccccc2)CC1 (stereo not given) | -16 | 7 | 5 | 2 | 13 | 1 | -4 | -2 | -1
O=C(CCN1CCN(c2ccccc2)CC1)N/N=C/c1ccc([N+](=O)[O-])o1 | 10 | 4 | 8 | 3 | 29 | 21 | -2 | 55* | 4
CC1(C)Cc2nc3sc4c(N5CCCC5)nnnc4c3cc2CO1 | 2 | 27 | 8 | · | · | -5 | · | · | 0
COc1ccc(C(=O)Nc2ccc(Cl)cc2F)cc1S(=O)(=O)N1CCCC1 | 5 | 18 | 1 | -2 | 4 | 2 | 0 | 14 | -5
CCN(CC(=O)Nc1ccc2c(c1)OCCO2)Cc1cc(=O)oc2cc(C)c(C)cc12 | 0 | 17 | -1 | -17 | -6 | 4 | 1 | 7 | -11
CC1(NC(=O)Nc2cc([N+](=O)[O-])ccc2O)CCS(=O)(=O)C1 (stereo not given) | -2 | 23 | 7 | -3 | 0 | -6 | 5 | 14 | -5
CC(=O)Nc1c(O)nc(SCC(=O)Nc2sc3c(c2C#N)CCCCCC3)[nH]c1=O | -12 | -2 | 6 | -16 | -28 | -8 | -1 | 6 | 7
O=C(C1COc2ccccc2O1)N1CCN(c2ccc([N+](=O)[O-])cc2)CC1 (stereo not given) | 7 | 12 | 1 | 6 | 18 | -7 | -7 | 18 | -4
CC(=O)c1cccc(NC(=O)C2CCCCC2)c1 | -5 | 20 | -9 | 1 | 5 | 1 | 3 | 20 | -1
Clc1ccc(C=NN2CCCCCC2)c(Cl)c1 | · | · | · | -3 | -11 | · | 0 | 11 | ·
O=C(COC(=O)c1ccc(Cl)c(S(=O)(=O)N2CCCC2)c1)NC1CCCCC1 | 15 | 2 | 5 | -7 | -5 | 8 | 1 | 1 | -2
CC(C)Oc1ccc(C(=O)Nc2ccc(N3CCCCC3)cc2)cc1 | 11 | 5 | 4 | 4 | 0 | -6 | 0 | 11 | 1
CC(CNC(=O)Cn1ccc2cc(S(=O)(=O)N3CCCC3)ccc21)c1ccccc1 (stereo not given) | 12 | 5 | -1 | -12 | 3 | -4 | 0 | 2 | 4
O=C(COC(=O)C12CC3CC(CC(Cl)(C3)C1)C2)Nc1ccccc1 | 16 | 13 | -5 | 4 | 22 | -13 | 0 | -1 | 2
CN(C)/C=C(/C(=O)c1ccc(Cl)cc1Cl)S(=O)(=O)c1ccccc1 | -4 | 14 | 2 | 2 | -13 | 2 | 0 | 13 | 7
Cc1ccc(S(=O)(=O)Nc2c(C)n(C)n(-c3ccccc3)c2=O)cc1 | 9&-12 | 0&10 | -12&-2 | -2&10 | -3&4 | -14&6 | 0&3 | 0&13 | -9&5
O=C(ONC1=NCCCCC1)c1ccc([N+](=O)[O-])cc1 | -5 | -2 | 5 | -10 | -9 | 0 | 3 | 12 | 10
Cc1cc2ncn(CCC(=O)NC(C)(C)C)c2cc1C | 4 | 3 | -12 | 8 | -21 | 4 | 0 | 10 | 5
CCn1[nH]c(=O)c(=Nc2c(C)n(C)n(-c3ccccc3)c2=O)cc1-c1ccc(Cl)cc1 | 6 | 1 | 3 | 0 | -5 | 19 | 0 | 20 | 5
CC(=O)OC1CCC2(C)C(CCC3C2CC(OC(C)=O)C2(C)C3C[C@@H]3O[C@]4(CC[C@@H](C)CO4)[C@@H](C)C32)C1 (stereo not given in full) | -4 | 2 | -10 | 2 | 16 | -10 | · | · | 6
CCCc1nc2ccc(NC(=O)c3cccs3)cc2c(=O)n1Cc1ccc(Cl)cc1 | 15 | 10 | 12 | 0 | 6 | 19 | -2 | -6 | 5
COc1ccc(CN2CCCC(CO)(Cc3ccc(F)cc3)C2)c(OC)c1OC (stereo not given) | 2 | 20 | -3 | 2 | -17 | -11 | -6 | 6 | 15
CC1CCCC(NC(=O)CCCn2ncn3c(cc4occc43)c2=O)C1C (stereo not given) | 0 | 11 | -2 | -2 | 7 | -11 | -3 | 7 | 0
CN1CCN(Cc2nc3c(c(=O)[nH]c(=O)n3C)n2Cc2c(F)cccc2Cl)CC1 | 6 | 8 | -2 | -5 | -2 | -4 | 4 | 22 | -1
CCCc1ccc(Oc2cn[nH]c2-c2ccc(O)cc2O)cc1 | 16 | 7 | -16 | -5 | -32 | -16 | 1 | 2 | -11
CC1CCN(C(=O)CN2c3cccc4cccc(c34)S2(=O)=O)CC1 | -12 | 17 | 5 | 7 | 4 | 2 | -4 | i | 7
COc1cc([N+](=O)[O-])ccc1NC(=O)CN1C(=O)NC2(CCCCC2C)C1=O (stereo not given) | · | · | · | -1 | 7 | · | 1 | 22 | ·
O=C(NC(c1ccccc1)c1ccccc1)C1CCCN(S(=O)(=O)c2cnc[nH]2)C1 (stereo not given) | -3 | -2 | 5 | 8 | -7 | 11 | 0 | 6 | 3
S=C(NCc1ccc2c(c1)OCO2)NC1CCN(Cc2ccccc2)CC1 | 3 | 3 | -6 | -7 | -2 | 5 | -2 | 13 | -2
O=c1[nH]c(SCc2nc3ccccc3c(=O)n2-c2ccccc2)nc2ccccc12 | 3 | 8 | -3 | -2 | 9 | 7 | 5 | 12 | 5
CCOC(=O)c1nnn2c1nc(N(CC)CC)c1ccccc12 | -12 | 23 | 9 | 1 | -7 | 7 | 0 | -33 | 0
O=C(Nc1ccc(F)cc1F)c1ccc(COc2c(F)c(F)cc(F)c2F)o1 | 5 | 15 | 1 | 4 | 15 | -7 | 4 | 7 | -1
O=C(NCc1ccccc1)C1=C[C@H](c2csc3ccccc23)C[C@H](OCCCCO)O1 | 5 | -2 | 1 | 0 | -5 | -1 | -9 | -6 | -4
Cc1ccc(S(=O)(=O)n2ccc3c(OCCOCCNCc4ccc(F)cc4)cccc32)cc1 | 26 | 18 | -6 | -1 | 23 | -13 | 2 | 23 | -2
O=C(O)c1cc(-c2cccnc2)nn1-c1ccccn1 | -5 | 13 | -12 | 5 | -15 | -15 | 1 | 19 | -12
COc1ccc(OC)c(CN2CCN(C(=O)c3cccc(S(=O)(=O)Nc4ccc(F)cc4)c3)CC2)c1 | · | · | · | 9 | 1 | · | 0 | 0 | ·
COc1ccc(Cl)cc1NC(=S)Nc1cccnc1 | 3 | 1 | 0 | -5 | 20 | 10 | 1 | -6 | 10

Profiles from above.
O=C(O)c1cc(-c2cccnc2)nn1-c1ccccn1 reads Apaf-1 inh: -5; NLRP3 yeast inh: 13; SENP8 block-1: -12; HKDC1 inhibitor: 5; PfGluPho inh: -15; SENP6 block: -15; SENP1 inh: 1; SENP8 block-2: 19; SENP7 block: -12
c1ccc2occc2c1 reads Apaf-1 inh: -2; NLRP3 yeast inh: -6; SENP8 block-1: 4; HKDC1 inhibitor: -4; PfGluPho inh: -7; SENP6 block: -8; SENP1 inh: 2; SENP8 block-2: 20; SENP7 block: 10

(more compounds)
SMILES | Apaf-1 inh | NLRP3 yeast inh | SENP8 block-1 | HKDC1 inhibitor | PfGluPho inh | SENP6 block | SENP1 inh | SENP8 block-2 | SENP7 block
CS(=O)(=O)N1CCC(C(=O)NCc2ccncc2)CC1 | -9 | -7 | -2 | -6 | -4 | -14 | -1 | 16 | 9
COc1ccc(S(=O)(=O)Nc2ccc3c(c2)n(C)c(=O)n3C)cc1OC | 2 | -2 | 2 | 0 | 4 | 3 | -2 | 8 | 4
Clc1ccc(CSc2ncn[nH]2)cc1 | 11 | 4 | -7 | 4 | -6 | -20 | 3 | 29 | 2
Cc1cccc(NC(=O)CN2C(=O)N/C(=C/c3cc(C)n(C(C)C)c3C)C2=O)c1 | 4 | 2 | -4 | 12 | -6 | -7 | -33 | -154 | -2
C=CC[C@H](CC(=O)NCCO)C(=O)N[C@@H](COC(=O)[C@H](CC=C)CC(=O)OC(C)(C)C)Cc1c[nH]c2ccccc12 | 7 | 13 | -4 | -4 | 23 | 8 | 0 | 13 | -1
COc1ccc(C2=NN3C(C2)c2ccccc2OC32C(=O)N(C)c3ccccc32)cc1 (stereo not given) | 33 | 19 | 79* | 8 | 45 | 91* | -28 | -452 | 80*
COc1cc(/C=N/NC(=O)c2cccnc2)ccc1OCC(=O)Nc1c(C)cc(C)cc1C | -10 | 3 | -8 | -11 | 2 | -1 | 1 | -32 | -10
Fc1ccccc1-c1n[nH]c(=S)n1CC1CCCO1 (stereo not given) | -6 | 3 | -4 | -15 | 26 | 5 | -1 | 5 | 5
CCc1nnc(NC(=O)c2c(O)c3c([nH]c2=O)CCCC3)s1 | 2 | 10 | -4 | -2 | 2 | -9 | -1 | -12 | -6
CCOCCCNC(=O)N[C@@H](Cc1ccccc1)C(=O)OC | 1 | 3 | -3 | 1 | -14 | -1 | 0 | 24 | 1
CCOC(=O)c1ccc(Oc2c(C)oc3cc(OS(C)(=O)=O)ccc3c2=O)cc1 | 16 | 5 | 4 | 6 | -13 | 5 | 0 | 12 | 10
